Screens from PubChem.
TbREL1 inh – TbREL1 RNA ligase inhibitors, primary screen, biochemical, FRET fluorescence; TbREL1 RNA ligation; inhibition, % at 9.66 µM; 89,000 tested, 0.49% active; AID 1117264, 2014;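 active = inhibition above the mean inhibition across all screened compounds plus 3 SD, cut at about 11% in these data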;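 also: 0% = plate median of test wells and 100% = NSC42067 control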
Target sequence (P86926 whole entry, looked up): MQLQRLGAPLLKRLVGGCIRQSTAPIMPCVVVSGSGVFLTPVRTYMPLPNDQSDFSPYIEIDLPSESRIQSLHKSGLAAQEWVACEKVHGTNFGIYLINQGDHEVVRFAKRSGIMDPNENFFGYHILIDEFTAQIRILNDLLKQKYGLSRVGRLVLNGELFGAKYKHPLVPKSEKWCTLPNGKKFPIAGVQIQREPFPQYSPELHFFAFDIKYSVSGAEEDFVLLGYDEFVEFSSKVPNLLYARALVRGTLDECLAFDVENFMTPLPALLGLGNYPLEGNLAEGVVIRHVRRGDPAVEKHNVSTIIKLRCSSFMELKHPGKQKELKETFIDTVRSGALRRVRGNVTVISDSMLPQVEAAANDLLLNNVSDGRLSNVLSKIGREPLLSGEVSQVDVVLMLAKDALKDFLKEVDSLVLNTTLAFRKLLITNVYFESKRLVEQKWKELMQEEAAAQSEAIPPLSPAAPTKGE
* marks the source's active call; other numbers are inactive results. These rows are one share of the data; rates above refer to the full screens.

SMILES	TbREL1 inh
Cc1ccc(CNC(=O)c2cc3c(=O)n(C)c4ccccc4c3n2C)o1	-4
CCCc1nc2c(c(=O)c3ccccc3n2C)c(=O)n1-c1cc(C)cc(C)c1	8
C=CCN1C(=O)[C@@H](CC(=O)N2CCN(C(=O)C3CC3)CC2)[C@]2(C(=O)OC)CCCCC=C12	-1
CCOc1cc(N2CCOCC2)c(OCC)cc1NC(=O)CN1C(=O)NC2(CCCCC2C)C1=O (stereo not drawn)	2
CC(=O)c1cc(-c2ccc(Cl)c(Cl)c2)c(=O)n2c1CCC2	4
O=C(NC1CCCC1)C1CCCN1C(=O)Oc1ccccc1 (stereo not drawn)	2
COc1ccc(C(=O)CSc2nnc(-c3ccco3)n2CC2CCCO2)cc1 (stereo not drawn)	-2
CC(C)c1cccc(C(C)C)c1NC(=O)COC(=O)C1CCC1	0
CNC(=O)CSc1nnnn1CCCOC	3
COC(=O)/C=C1/S/C(=N/N=C/c2ccco2)NC1=O	3
COc1ccc(OC)c(NC(=O)CCNC(=O)Cn2ccc3ccccc3c2=O)c1	1
Nc1cc2c(cc1[N+](=O)[O-])OCCOCCOCCO2	1

The closing 3 entries of the section before come first, to join the parts.
SMILES	TbREL1 inh
COC(=O)/C=C1/S/C(=N/N=C/c2ccco2)NC1=O	3
COc1ccc(OC)c(NC(=O)CCNC(=O)Cn2ccc3ccccc3c2=O)c1	1
Nc1cc2c(cc1[N+](=O)[O-])OCCOCCOCCO2	1
COC(=O)[C@]12C[C@H](CC(=O)NCC34CC5CC(CC(C5)C3)C4)C(=O)N(CCC3=CCCCC3)C1=C[C@H](C1CCCC1)O[C@@H]2C	5
CC(=O)/C(=C\N(C)C)Sc1ccc(C)cc1	-3
O=C(COc1ccc(Cl)cc1[N+](=O)[O-])NC1CCCCC1	-1
CCCCNC(=O)C1(C)CCCCN1Cc1ccc(OCc2ccccc2)cc1 (stereo not drawn)	1
CC1CCCCN1S(=O)(=O)c1ccc(S(=O)(=O)N2CCN(c3ccccc3)CC2)cc1 (stereo not drawn)	-1
CC(C)(C)c1ccc(-c2nnc3n2N=C(c2ccc(-c4ccccc4)cc2)CS3)cc1	0
Cc1cc(NC(=O)c2cccnc2)ccc1NC(=O)c1ccco1	-1
CCOc1ccccc1-n1c(SCC(=O)NC)nnc1-c1ccco1	5
O=C(NC1CCCCCC1)c1ccc(CN2CCOCC2)cc1	-1
COc1cc(C[C@@H](C)[C@@H](C)Cc2ccc(O)c(OC)c2)ccc1O	-3
CC(C)CC(=O)NC(=S)Nc1ccccc1N1CCCC1	-6
CC(NC(=O)c1cc2cc(Cl)ccc2oc1=N)c1ccccc1 (stereo not drawn)	-2
CCN(CC)CCN1C(=O)C2C(C(=O)Nc3cc(C)cc(C)c3)C3C=CC2(O3)C1C(=O)NC1CCCCC1 (stereo not drawn)	0
CCC(Sc1ncccc1C(=O)O)C(=O)N1CCOCC1 (stereo not drawn)	0
CCCCSc1nnc([C@H](CC(C)C)NC(=O)OC(C)(C)C)o1	-2
Cc1ccc(CN2CCN(c3ccccc3)CC2)o1	1
CCOC(=O)C1CCCN(c2ccc(NC(=O)c3snc4c(=O)[nH]cnc34)cc2)C1 (stereo not drawn)	0
CCCn1c(SCC(=O)Nc2ccccc2CC)nnc1C(C)C	-1
CCc1ccc2cc(C)cnc2n1	0
COc1nnc(-c2ccc(C(=O)N3C[C@@H]4C[C@H](C3)c3cccc(=O)n3C4)cc2)c2ccccc12	-3
O=C(CC1C[C@H](C(=O)N2CCOCC2)[C@@]2(CCC3CCCC3)c3[nH]c4ccccc4c3CCN2C1=O)NCCCn1ccnc1 (stereo partly drawn)	2
COc1ccc(OCC(=O)OC(C)CN2CCCCC2)cc1 (stereo not drawn)	3
Cc1coc(C)c1C(=O)Nc1ccc2ccccc2c1	-3
CC(NC(=O)Nc1cccc(F)c1)c1ccc2c(c1)OCO2 (stereo not drawn)	0
COC(=O)c1ccc(/C=C/c2c(-c3ccsc3)oc3ccc(N4CCOCC4)cc23)cc1	-1
O=C(Nc1ccc(OCC(=O)N2CCOCC2)cc1)c1ccccc1F	0
COc1ccc(C(=O)N2CCc3ccccc32)cc1S(=O)(=O)N1CCOCC1	-1
Nc1c(C(=O)Nc2ccccc2)sc2nc(-c3cccnc3)ccc12	-2
Cc1cccc2cc(C#N)c(NCCNC(=O)COc3ccccc3)nc12	3
NC(=O)COC(=O)CC(NC(N)=O)c1ccc(Cl)cc1 (stereo not drawn)	1
CC1CCN(Cc2nnnn2CCCC(=O)NC(c2ccccn2)C(F)(F)F)CC1 (stereo not drawn)	-4
COc1ccc(OC)c(C(=O)Nc2ccc3[nH]ccc3c2)c1	1
C/C(=N\NS(=O)(=O)c1ccc(C)cc1)c1cccs1	1
CN(c1ccc(C(=O)NCc2ccccn2)cc1)S(=O)(=O)c1ccc(Cl)cc1	1
O=C(c1cc([N+](=O)[O-])cc([N+](=O)[O-])c1)N1CCN(Cc2ccc3c(c2)OCO3)CC1	-2
COc1ccccc1CNC(=O)CSc1nnc2ccc(-c3cccnc3)nn12	1
Fc1ccc(/C=N/Nc2ncnc3nc[nH]c23)cc1F	3
Cc1ccc(C(=O)Nc2sc3c(c2C(=O)O)CCC(C)C3)o1 (stereo not drawn)	3
COc1ccc(S(=O)(=O)N2CCOC2CNC(=O)C(=O)NCCc2ccc(OC)c(OC)c2)cc1C (stereo not drawn)	-3
COC(=O)c1ccc(NC(=O)C2CCCN(S(=O)(=O)c3cnc[nH]3)C2)cc1 (stereo not drawn)	0
CCOC(=O)[C@]12CCCC=C1N(Cc1ccco1)C(=O)[C@H](CC(=O)N1CCN(C(=O)C3CC3)CC1)C2	-1
C=CCSc1nc2sc(C)c(C)c2c(=O)n1N	2
CC1CN(C(=O)C(c2ccccc2)c2ccccc2)CC(C)O1 (stereo not drawn)	2
O=C(OCc1nnc(-c2ccccc2)o1)c1ccc(CO)cc1	2
CCOC(=O)c1cccc(Nc2nc(C)cc(C)n2)c1	-1
CC(C)(C)OC(=O)NC(CCCCNC=O)C(=O)O (stereo not drawn)	6
CCOC(=O)c1c(C)c(C(=O)N2CCc3ccccc3C2)c(C)n1CC	-3
N#CCCN1CCN(Cc2cc(-c3ccccc3)ccc2O)CC1	-1
CSc1ncccc1C(=O)NC1CCCCCC1	-3
CN(Cc1ccccc1)c1nc(-c2cccc([N+](=O)[O-])c2)nc2ccccc12	2
O=c1[nH]c(-c2ccccc2)nc2sc(-c3ccccc3)cc12	4
Nc1sc2c(c1C(=O)NCCc1ccccc1)CCCC2	-4
CCOC(=O)C1CCCN(c2c(NCCc3cccc(C)c3)c(=O)c2=O)C1 (stereo not drawn)	3
COc1ccc(C(=O)Nc2ccc(S(=O)(=O)N3CCCC3)cc2)cc1[N+](=O)[O-]	1
O=C(COC(=O)/C=C/c1cccc(F)c1)NC(=O)NCc1ccccc1	0
O=C(c1cccnc1)N1CCN(C/C=C/c2ccccc2)CC1	1
CCOC(=O)C1C(=O)C=C(c2cccs2)CC1c1ccccc1C (stereo not drawn)	-2
COC(=O)[C@]12CCCCC=C1N(Cc1ccc(Cl)cc1Cl)C(=O)[C@H](CC(=O)NCCCCc1ccccc1)C2	-1
N#Cc1cc(C(=O)c2cc(Cl)ccc2O)cn(-c2ccccc2)c1=O	2
COc1ccc(OC(=O)OCc2ccccc2)cc1	-2

(listing goes on)
SMILES	TbREL1 inh
O=C(OCC#CCSc1nnc(-c2cccc3ccccc23)o1)c1ccc(OC(F)F)cc1	3
O=c1c2ccccc2nc2n1C(CSCc1cccc(C(F)(F)F)c1)CS2 (stereo not drawn)	-2
Cc1ccc(S(=O)(=O)NCCC(=O)N2CCCCCCC2)cc1	0
COc1ccc(-n2c(CN3CCC(C)CC3)nc3ccc([N+](=O)[O-])cc3c2=O)c(OC)c1	7
O=C(Nc1ccc(N2CCCCCC2)cc1)c1ccc[nH]1	-4
CCOc1c2ccc(C(=O)NCCCCc3ccccc3)cc2nn1CC	0
Cc1cccc(OCC(=O)N/N=C/c2cn[nH]c2-c2ccc(Cl)c(Cl)c2)c1	1
O=C(NNC(=O)NC1CCCCC1)NC1CCCCC1	2
Cc1nc(NC(=O)/C=C/c2ccccc2)sc1C(=O)NCCO	0
O=C(CCN1C(=O)S/C(=C\c2ccccc2)C1=O)NCCCn1ccnc1	0
CCn1c(SCC(=O)N2CCCCC2C)nnc1-c1ccc(S(=O)(=O)N2CCN(C)CC2)cc1 (stereo not drawn)	-3
CCCCCCN1C[C@@H](O)[C@H](n2cc(-c3ccc(F)cc3)nn2)C[C@@H]1c1ccc(OC)cc1	5
O=C(NCc1ccc(Cl)cc1)c1cccnc1	0
O=C1CC(=O)Nc2cc(S(=O)(=O)N3CCOc4ccc(Cl)cc43)ccc2N1	0
CN(C)C(=O)N1CCCC(C(=O)NCc2cccs2)C1 (stereo not drawn)	1
N#CC12COC3(CCCCC3C1(C#N)C#N)OC2=N (stereo not drawn)	4
Cc1ccnc(NC(=O)c2ccc(S(=O)(=O)N3CCCC3)cc2)c1	-1
COc1ccc(N2CCN(C(=O)CCCCn3c(=O)[nH]c4ccsc4c3=O)CC2)cc1	-5
Cc1cccc(N2CCN(c3nc4ccccc4n4cnnc34)CC2)c1C	-1
Cc1ccccc1-n1c(SCC(=O)N2CCCC2)nnc1-c1ccccn1	3
CN(C)CCCNC(=S)NCC(c1ccc(Cl)cc1Cl)c1c[nH]c2ccccc12 (stereo not drawn)	2
CC(=O)CSc1nnc2cc(C)c3ccccc3n12	3
O=C(Nc1nnc(C2CC2)s1)c1cccs1	-1
Nn1c(SCC(=O)Nc2cccc(Br)c2)nnc1C1CC1	3
O=C1CC(N2CCN(CCc3ccccn3)CC2)C(=O)N1c1ccc(Cl)cc1 (stereo not drawn)	2
COc1cc(Br)c(C2CC(=O)Nc3cc(OC)c(OC)cc32)cc1OC (stereo not drawn)	-1
COC(=O)c1ccc(CC(=O)c2c(C)cc(O)cc2O)o1	4
N#Cc1nc(-c2ccccc2Cl)oc1NCc1ccco1	3
CN(C)C(=O)C(OC(=O)c1ccc2c(c1)CCCC2)c1ccccc1 (stereo not drawn)	1
CCOC(=O)c1c(NC(=O)CC2SC(=NC)N(C)C2=O)sc(C)c1C (stereo not drawn)	1
OCC1OC(Oc2c(Br)cc(Br)cc2Br)C(O)C(O)C1O (stereo not drawn)	-3
CC(C)CC(CO)N1CCN(C(=O)c2cccc(C(F)(F)F)c2)CCC1=O (stereo not drawn)	1
O=C(NCCc1ccccn1)C1CCCN1S(=O)(=O)c1ccc(Cl)cc1 (stereo not drawn)	4
O=C(CSC1=NC2(CCCCCC2)N=C1c1ccccc1)Nc1ccc2c(c1)OCCO2	4
Cc1ccc2nc(-c3ccccc3)cc(C(=O)Nc3cccnc3)c2c1	-2
O=C(COc1ccc(S(=O)(=O)N2CCOCC2)cc1)NC1CCCC1	2
CCOc1ccc(Cl)cc1CN1CCOCC1	-2
C/C(=C\C(=O)c1ccc(Br)cc1)NCc1ccc2c(c1)OCO2	-3
CC1(C)OC(=O)C2=C(C[C@@H](C3CC3)O[C@@H]2C2CC2)O1	2
COc1cccc(NC(=O)C2C3CCC4C(CCC32)C4(Cl)Cl)c1 (stereo not drawn)	9
CS/C(=C\[N+](=O)[O-])Nc1ccc(Cl)cc1	-1
COc1ccc(-c2csc3nc(C)nc(N4CCCCC4)c23)cc1OC	3
CN(C)CCCCOc1ccc(F)cc1	6
O=C(NCc1csc(-c2cccs2)n1)C1CC1	-2
COc1ccc(Cl)cc1S(=O)(=O)Nc1ccc2c(c1)n(C)c(=O)n2C	0
CC(C)CC(COCc1ccc(Cl)cc1)N1CCN(C(=O)c2ccc(Cl)cc2Cl)CCC1=O (stereo not drawn)	-1
COc1cc(C2C(S(=O)(=O)c3ccccc3)CON2C)ccc1OCc1ccc(F)cc1 (stereo not drawn)	-4
Cc1ccc(-c2nc(SC(C)C(=O)N3CCOCC3)n[nH]2)cc1 (stereo not drawn)	-3
CCC(NC(=O)CNC(=O)CNC(=O)c1ccc(Cl)cc1Cl)c1ccc(C)cc1 (stereo not drawn)	-2
COc1cccc(NC(=O)CN(C)C(=O)c2cc(-c3ccccc3)nc3ccc(C)cc23)c1	-1
CC(C)NC(=O)Nc1ccc2c(c1)C(=O)N([C@H](C)CO)C[C@@H](C)[C@@H](CN(C)C(=O)NC1CCCCC1)O2	-4
CCOc1ccc2c(C)cc(=O)oc2c1OCC	-3
CCCCCCCNC(=O)C1(CC2CC(c3ccccc3)=NO2)CCN(C(=O)OC(C)(C)C)CC1 (stereo not drawn)	4
CCOc1ccccc1N(CC(=O)Nc1ccc2c(c1)OCCO2)S(C)(=O)=O	-2
Cc1cc(Br)c2[nH]c3c(c2c1)CCCC3=O	1
CCOc1ccc(OCCSc2nc(C)cc(=O)[nH]2)cc1	11*
CCOC(=O)COc1ccsc1C(=O)OC	4

Gathered by group, the entries above with an aryl thioether with sulfur outside any ring (17)
SMILES	TbREL1 inh
COc1ccc(C(=O)CSc2nnc(-c3ccco3)n2CC2CCCO2)cc1 (stereo not drawn)	-2
CNC(=O)CSc1nnnn1CCCOC	3
CC(=O)/C(=C\N(C)C)Sc1ccc(C)cc1	-3
CCOc1ccccc1-n1c(SCC(=O)NC)nnc1-c1ccco1	5
CCC(Sc1ncccc1C(=O)O)C(=O)N1CCOCC1 (stereo not drawn)	0
CCCCSc1nnc([C@H](CC(C)C)NC(=O)OC(C)(C)C)o1	-2
CCCn1c(SCC(=O)Nc2ccccc2CC)nnc1C(C)C	-1
COc1ccccc1CNC(=O)CSc1nnc2ccc(-c3cccnc3)nn12	1
C=CCSc1nc2sc(C)c(C)c2c(=O)n1N	2
CSc1ncccc1C(=O)NC1CCCCCC1	-3
O=C(OCC#CCSc1nnc(-c2cccc3ccccc23)o1)c1ccc(OC(F)F)cc1	3
CCn1c(SCC(=O)N2CCCCC2C)nnc1-c1ccc(S(=O)(=O)N2CCN(C)CC2)cc1 (stereo not drawn)	-3
Cc1ccccc1-n1c(SCC(=O)N2CCCC2)nnc1-c1ccccn1	3
CC(=O)CSc1nnc2cc(C)c3ccccc3n12	3
Nn1c(SCC(=O)Nc2cccc(Br)c2)nnc1C1CC1	3
Cc1ccc(-c2nc(SC(C)C(=O)N3CCOCC3)n[nH]2)cc1 (stereo not drawn)	-3
CCOc1ccc(OCCSc2nc(C)cc(=O)[nH]2)cc1	11*
